Source: PubChem
GAA glycogen – qHTS Assay for Inhibitors and Activators of Human alpha-Glucosidase Cleavage of Glycogen; Lysosomal alpha-glucosidase (Homo sapiens), P10253; recombinant GAA, glycogen substrate, Amplex Red glucose oxidase fluorescence; Potency, µM (doses to about 76.4 µM), inactives show at the highest dose activity change, negative = inhibition, usual class: inhibitors; 0.38% of 300,000 active;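 also: 0% = full enzyme reaction and -100% = no-enzyme basal signal; the screen sought inhibitors and activators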
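Recombinant human enzyme (4 nM); glycogen substrate; 37 C, 40 min, pH 5.0. Readout: coupled glucose oxidase/Amplex Red fluorescence.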
GAA inh – qHTS Assay for Inhibitors of Human alpha-Glucosidase as a Potential Chaperone Treatment of Pompe Disease; 0.005% of 200,000 active; Lysosomal alpha-glucosidase (Homo sapiens), P10253; Potency, µM (doses to about 76.9 µM), for inactives: at the top dose activity change, negative = inhibition, hits mostly inhibitors; AID 1466, 2008; purified human GAA, 4-MU-alpha-glucoside fluorescence;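 also: plate controls were uninhibited enzyme wells for no effect and no-enzyme background for full effect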
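Endpoint fluorogenic read: 20 min room-temperature reaction of 4 nM human alpha-glucosidase with 400 uM 4-methylumbelliferyl-alpha-D-pyranoside, pH 5.0, quenched with 1M NaOH/1M glycine pH 10. AC50 from Hill modeling.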
Epigenetic reg – Quantitative High-Throughput Screen for Regulators of Epigenetic Control; murine LDR cells, GFP reporter derepression, 30 h; Potency, µM (highest dose often 53.9 µM), for the others: at the highest dose GFP activation, most hits filed as activators; 0.2% of 280,000 active; AID 1865, 2009; also: % of control where 0% means no effect; nearly all actives have a fitted effect of over 60% in size
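GFP-positive cell count by laser-scanning cytometry (objects 20–120 um) after 30 h, 37 C compound exposure of murine LDR cells; reporter is CMV-GFP integrated at a silenced locus, inducible by HDAC or DNMT inhibitors.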
ALDH1A1 inh – qHTS Assay for Inhibitors of Aldehyde Dehydrogenase 1 (ALDH1A1) | Aldehyde dehydrogenase 1A1 (Homo sapiens), P00352 | Purified ALDH1A1, NADH fluorescence, propionaldehyde substrate | Potency, µM (top dose mostly 75.3 µM), inactives show at the top dose activity, negative = inhibition, usual class: inhibitors | 7.3% of 220,000 active | AID 1030, 2008; active = well fitted inhibition curve with a large enough effect, not every such curve was filed as active; inconclusive = small, poorly fitted or top-dose-only effect, or another doubt; inactive = no such curve, though single readings can be large or run the other way;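 also: plate controls were no enzyme wells and a reference inhibitor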
Target sequence (P00352 whole entry, looked up): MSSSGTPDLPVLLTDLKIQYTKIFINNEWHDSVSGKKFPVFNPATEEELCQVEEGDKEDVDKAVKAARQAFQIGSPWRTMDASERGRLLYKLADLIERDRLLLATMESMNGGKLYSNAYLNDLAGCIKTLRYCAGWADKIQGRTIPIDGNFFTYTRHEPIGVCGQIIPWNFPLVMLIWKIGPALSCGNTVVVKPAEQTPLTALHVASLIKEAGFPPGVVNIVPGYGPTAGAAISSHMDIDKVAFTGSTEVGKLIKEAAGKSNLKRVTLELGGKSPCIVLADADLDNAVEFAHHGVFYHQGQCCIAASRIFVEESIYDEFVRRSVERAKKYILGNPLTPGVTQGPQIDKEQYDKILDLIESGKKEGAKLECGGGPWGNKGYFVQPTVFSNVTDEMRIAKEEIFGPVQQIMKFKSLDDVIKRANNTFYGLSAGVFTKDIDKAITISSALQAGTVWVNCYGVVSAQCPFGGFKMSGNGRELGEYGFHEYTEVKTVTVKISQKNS
GAA spleen mod – qHTS Assay for Inhibitors and Activators of Human alpha-Glucosidase From Spleen Homogenate; 0.006% of 240,000 active; Lysosomal alpha-glucosidase (Homo sapiens), P10253; human spleen homogenate, 4-MU-alpha-glucoside fluorescence; Potency, µM (doses to about 79.9 µM), without a hit: top-dose activity change, negative = inhibition, hits mostly inhibitors; AID 2112, 2009;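 also: 0% = enzyme with vehicle and -100% = no enzyme basal signal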
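Human spleen homogenate (1 ug) incubated with compounds and 1 mM 4-methylumbelliferyl-alpha-D-glucopyranoside in pH 5.0 citrate/phosphate buffer, 37 C, 40 min. Stopped at pH 10; 4-MU fluorescence (Ex 365/Em 440 nm); AC50 by Hill fit.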
Tau fluor counter – Counterscreen qHTS for Inhibitors of Tau Fibril Formation, Fluorescence Polarization | 0.93% of 280,000 active | AID 1463, 2008 | tau K18 P301L (four-repeat tau fragment) Alexa594 fluorescence, heparin fibrillization | Potency, µM (titrated, usually from 57.7 µM), without a hit: at the top dose activity change, negative = decrease; also: % is scaled to controls: 0 for no effect and ±100 for the full control effect; nearly all actives have a fitted effect of over 55% in size
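Human K18 P301L tau (15 uM unlabeled plus 0.24 uM Alexa 594-labeled, final) in 100 mM sodium acetate pH 7 was mixed with compound and 20 uM heparin and incubated 6 hr at 37 C.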
GLA spleen mod – qHTS Assay for Inhibitors and Activators of Human alpha-Galactosidase From Spleen Homogenate. Alpha-galactosidase A (Homo sapiens), P06280. human spleen homogenate, 4MU-alpha-Gal fluorescence, 40 min. Potency, µM (top dose mostly 80 µM), without a hit: top-dose activity change, negative = inhibition, most hits filed as inhibitors. 0.008% of 240,000 active. AID 2107, 2009;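 also: 0% = enzyme with vehicle and -100% = no enzyme basal signal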
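Fluorogenic readout (Ex 365/Em 440 nm) of 4-methylumbelliferone released from 1 mM 4-MU-alpha-galactoside by spleen homogenate, 40 min at 37C, pH 5.0. Data normalized to no-enzyme and enzyme controls; Hill-equation AC50 from compound titrations.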
NPSR antagonist – qHTS Assay for Antagonists of the Neuropeptide S Receptor: cAMP Signal Transduction. CHO-NPSR cells, cAMP TR-FRET, antagonist mode. Potency, µM (titrated, usually from 38.3 µM), without a hit: at the top dose activity change, negative = inhibition, most hits filed as inhibitors. 1% of 220,000 active; also: % is scaled to controls: 0 for no effect and ±100 for the full control effect; nearly all actives have a fitted effect of over 50% in size; many of its hits are not listed in these tables
Target sequence (Q6W5P4 whole entry, looked up): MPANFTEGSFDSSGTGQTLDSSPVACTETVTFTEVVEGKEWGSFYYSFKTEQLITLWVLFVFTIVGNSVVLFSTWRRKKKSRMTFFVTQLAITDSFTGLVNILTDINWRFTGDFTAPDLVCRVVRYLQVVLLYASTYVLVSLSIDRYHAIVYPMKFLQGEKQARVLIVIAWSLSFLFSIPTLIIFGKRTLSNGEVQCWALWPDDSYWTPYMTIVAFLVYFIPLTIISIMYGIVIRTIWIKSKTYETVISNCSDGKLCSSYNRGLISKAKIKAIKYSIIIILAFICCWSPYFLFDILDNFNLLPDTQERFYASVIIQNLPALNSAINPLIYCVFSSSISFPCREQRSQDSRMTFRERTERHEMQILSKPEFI
* hit, by the source's call; u = inconclusive; x = no result given; [ ] = dose if it differs, or a comment. Unless noted, calls follow the shape of the dose curve; as a rule, active = well fitted curve in the direction sought with a large enough effect; inconclusive = small, poorly fitted or top-dose-only effect, or another doubt; inactive = no such curve, though single readings can be large; an effect the other way counts as inactive or inconclusive. Potency is read from the fitted curve at half-maximal effect. The list is partial; rates above refer to the full screens.

SMILES	GAA glycogen	GAA inh	Epigenetic reg	ALDH1A1 inh	GAA spleen mod	Tau fluor counter	GLA spleen mod	NPSR antagonist
Clc1ccc(OCCN2CCN(c3ncnc4sccc34)CC2)cc1	4.4%	u	-1.7%	-3.2%	-0.6%	-12.7%	-3.9%	-15.6%[46.1 µM]
O=C(CC1NCCNC1=O)Nc1cccc([N+](=O)[O-])c1 (configuration not stated)	9.0%	u	0.8%	u	0.0%	-2.5%	1.4%	3.2%
CC(=O)Nc1cccc2c1C(=O)N(c1ccc(OC(C)=O)cc1)C2=O	1.4%	13.4%	1.1%	-0.1%	-0.4%	7.6%	4.5%	2.9%
COc1cccc(CSc2nc3ccccc3cc2C=O)c1	-3.7%	-8.8%	-0.8%	u	-6.1%	-14.0%	-2.2%	u
CC(C)(Oc1ccc(Cl)cc1)C(=O)N1CCC(C(N)=O)CC1	4.3%	-3.4%	1.3%	-0.9%	1.0%	-6.8%	4.4%	-2.0%
CC(C)(CSc1nncn1N)NS(=O)(=O)c1ccc(Cl)cc1	0.2%	-1.1%	-1.1%	4.7%	-1.9%	-2.8%	5.2%	-13.4%[46.1 µM]
CCCc1cc(-c2nc(-c3ccc(Br)cc3)cs2)ccn1	-5.6%	5.6%	0.0%	-9.1%	0.4%	-6.8%	0.5%	-28.9%
CCN1C(=O)CC(NCc2ccc(S(N)(=O)=O)cc2)C1=O (configuration not stated)	0.7%	x	0.8%	x	-1.5%	3.5%	1.8%	15.8%
Cc1ccc(-c2cc(C(=O)NCc3ccco3)c3ccccc3n2)o1	-8.1%	u	0.9%	u	5.2%	-15.3%	14.9%	-8.0%[46.1 µM]
O=C(CCn1c(=O)c2ccccc2n(Cc2ccccc2)c1=O)NCc1ccc2c(c1)OCO2	-1.4%	-2.5%	-0.2%	1.7%	7.1%	-3.9%	10.8%	1.0%[46.1 µM]
CC(C)c1ccc(OCc2nc(-c3ccccn3)no2)c(Br)c1	-3.5%	-4.9%	-1.0%	-8.7%	0.2%	-29.0%	9.9%	-10.0%[46.1 µM]
Cc1onc(-c2c(Cl)cccc2Cl)c1NC(=O)NNc1ccccn1	u	-7.5%	5.4%	2.4%	3.8%	-8.2%	5.1%	-18.0%
CCOc1ccc(-n2c(SCC(=O)NCc3ccco3)nnc2-c2c[nH]c3ccccc23)cc1	-12.5%	1.2%	-0.8%	-1.9%	-6.0%	-24.8%	0.3%	12.6µM*
O=C(NC(Cc1c[nH]c2ccccc12)C(=O)O)c1ccc(Br)cc1 (configuration not stated)	-10.4%	-2.4%	-2.2%	-0.6%	-5.5%	9.5%	-0.6%	5.9%
CC1(C)NC(=O)N(CC(=O)O)C1=O	3.8%	-4.4%	-1.7%	4.4%	-4.6%	3.2%	0.6%	-4.1%[46.1 µM]
CN(C)/C=C/C(=O)c1cnc2sccn2c1=O	-6.5%	1.8%	0.9%	6.4%	2.8%	-10.8%	2.8%	5.1%
CC(=O)c1cccc(NS(C)(=O)=O)c1	0.0%	6.1%	0.0%	u	-2.5%	-9.0%	-4.0%	15.6%
O=C(C1=C(O)C(=O)N(Cc2ccco2)C1c1ccccc1F)c1cccs1 (configuration not stated)	15.6%	7.7%	4.3%	-11.9%	-0.5%	1.2%	1.6%	-30.1%
CC1(C)CC2(CC(c3ccccc3F)c3ccc(O)c(O)c3O2)NC(=S)N1 (configuration not stated)	u	7.0%	-0.1%	u	6.1%	u	9.7%	-5.4%
COC(=O)COc1ccc(S(=O)(=O)Nc2ccc(C(N)=O)cc2)cc1C	-9.4%	-8.2%	-0.7%	15.5%	-1.5%	-4.2%	-3.2%	-5.2%[46.1 µM]

Entries of single compounds as entered above:
Clc1ccc(OCCN2CCN(c3ncnc4sccc34)CC2)cc1 as listed: GAA glycogen = 4.4%; GAA inh = u; Epigenetic reg = -1.7%; ALDH1A1 inh = -3.2%; GAA spleen mod = -0.6%; Tau fluor counter = -12.7%; GLA spleen mod = -3.9%; NPSR antagonist = -15.6%[46.1 µM]
CC(C)(CSc1nncn1N)NS(=O)(=O)c1ccc(Cl)cc1 as listed: GAA glycogen = 0.2%; GAA inh = -1.1%; Epigenetic reg = -1.1%; ALDH1A1 inh = 4.7%; GAA spleen mod = -1.9%; Tau fluor counter = -2.8%; GLA spleen mod = 5.2%; NPSR antagonist = -13.4%[46.1 µM]

An excerpt from above in order of heavy-atom count, largest number first.
SMILES	GAA glycogen	GAA inh	Epigenetic reg	ALDH1A1 inh	GAA spleen mod	Tau fluor counter	GLA spleen mod	NPSR antagonist
CC1(C)CC2(CC(c3ccccc3F)c3ccc(O)c(O)c3O2)NC(=S)N1 (configuration not stated)	u	7.0%	-0.1%	u	6.1%	u	9.7%	-5.4%
CC(C)(CSc1nncn1N)NS(=O)(=O)c1ccc(Cl)cc1	0.2%	-1.1%	-1.1%	4.7%	-1.9%	-2.8%	5.2%	-13.4%[46.1 µM]
CN(C)/C=C/C(=O)c1cnc2sccn2c1=O	-6.5%	1.8%	0.9%	6.4%	2.8%	-10.8%	2.8%	5.1%

Remaining list, next part.
SMILES	GAA glycogen	GAA inh	Epigenetic reg	ALDH1A1 inh	GAA spleen mod	Tau fluor counter	GLA spleen mod	NPSR antagonist
O=C(O)c1cccc(N2C(=S)N=C(Nc3ccccc3)C23CCCCC3)c1	7.6%	-4.3%	-1.3%	9.2%	-2.4%	11.3%	-7.4%	-9.3%
O=C(CCSc1ccccc1)Nc1nccs1	2.7%	-7.8%	3.7%	u	-2.5%	-11.4%	9.6%	-6.0%[46.1 µM]
Cc1ccccc1NS(=O)(=O)c1ccc(OCC(=O)NCc2cccnc2)cc1	-3.0%	-1.8%	-1.0%	19.8%	-0.5%	0.5%	2.1%	23.3%
C=CCN(C(=O)c1cccc(S(=O)(=O)N2CCN(C)CC2)c1)c1nc(-c2ccccc2)cs1	2.5%	-8.2%	0.1%	-14.8%	-7.8%	-21.1%	-6.9%	-22.2%[46.1 µM]
C[C@@H]1C[C@@H]([C@@H](C)CC2CC(=O)NC(=O)C2)C(=O)[C@@H](C)C1	x	x	u	-11.7%	-5.8%	-2.2%	-0.5%	x
COC(=O)c1ccccc1NC(=S)N1CCN(C2CCCCC2)CC1	3.4%	-0.6%	0.0%	-0.4%	5.0%	-1.8%	3.5%	-8.6%
O=C(/C=C/c1cccc(Cl)c1)NCc1ccccc1	-6.2%	1.5%	-1.3%	-11.4%	6.0%	-8.9%	8.2%	-11.3%
CN(CC(=O)Nc1cc([N+](=O)[O-])ccc1Cl)Cc1ccc(Br)cc1	-14.7%	-11.8%	0.0%	10µM*	-3.7%	u	-3.0%	-8.3%[46.1 µM]
COc1ccc(NC(=O)C2C3C=CC(C3)C2C(=O)NCc2ccco2)cc1 (configuration not stated)	2.9%	-12.2%	-1.0%	-14.8%	4.7%	-0.9%	4.4%	-4.9%[46.1 µM]
COc1ccc(C2/C=C\CN(C(=O)C3CC3)[C@H](Cc3ccccc3)C(=O)N2Cc2ccc(F)cc2)cc1 (some centres not stated)	-2.5%	x	1.5%	x	-0.7%	2.8%	3.6%	u
O=C(CN1C2=NCCCN2c2ccccc21)c1ccc(Br)s1	-8.0%	-2.3%	1.6%	-14.0%	-8.7%	-2.1%	5.1%	6.4%[46.1 µM]
COc1ccc(/C=N/NS(=O)(=O)c2ccc(C)cc2)cc1OC(=O)c1ccc(C)cc1	-7.3%	-7.8%	0.2%	u	-0.8%	u	-1.9%	-26.0%[46.1 µM]
Cc1nn(C(CC(=O)O)C(=O)O)c(C)c1Br (configuration not stated)	6.9%	3.7%	1.2%	17.5%	-4.9%	-5.6%	-0.1%	-0.7%[46.1 µM]
Cc1csc(C(C#N)C(=O)c2ccc(S(=O)(=O)N3CCCC3)cc2)n1 (configuration not stated)	6.2%	u	-3.4%	u	-11.0%	-10.9%	-6.7%	-17.0%[46.1 µM]
O=C(Nc1ccccc1)Nc1cccn(Cc2c(F)cccc2Cl)c1=O	3.2%	-2.3%	1.1%	u	2.0%	u	0.0%	23.0%
Cc1ccc(O)c(C(=O)c2cnn(-c3ccc(S(=O)(=O)N4CCOCC4)cc3[N+](=O)[O-])c2)c1	-5.5%	-3.9%	-1.9%	u	-6.3%	-14.2%	-2.6%	10.9%
Cc1nn(C)cc1NC(=O)c1ccc(Br)o1	3.4%	4.6%	-2.0%	3.7%	4.5%	6.7%	1.3%	20.8%
COc1ccc2c(c1)c(C(=O)N1CCN(C)CC1)c(C)n2-c1ccccc1	0.3%	-10.2%	0.0%	14.1µM*	2.0%	0.0%	2.4%	-3.1%[46.1 µM]
Cc1cc(C)n(CC(O)COCc2ccco2)n1 (configuration not stated)	0.3%	-5.9%	-4.2%	-12.4%	2.5%	0.6%	2.4%	0.3%[46.1 µM]
CCCC1CCC(c2ccc(C(=O)NN)cc2)CC1 (configuration not stated)	-15.6%	-8.4%	0.0%	u	-1.5%	-10.5%	-4.7%	27.4%
COc1nc(SC)nc(Cl)c1Cc1ccc(OC(C)C)cc1	-6.3%	-6.4%	1.1%	9.6%	1.3%	-5.7%	2.7%	-34.8%
CC[C@H]1C(O)C[C@H]2CCN3C(=O)CCC[C@H]1[C@H]23 (some centres not stated)	x	x	0.2%[96.6 µM]	9.5%[120 µM]	-9.0%[181 µM]	-2.4%[126 µM]	1.2%[181 µM]	x
CCCN1Cc2cccc(C(=O)Nc3ccc(-c4nc5ccccc5[nH]4)cc3)c2C1=O	-0.5%	4.9%	8.9%	-3.6%	1.5%	-8.8%	2.3%	-2.8%
CCOC(=O)c1ccc(N/C(=N\S(=O)(=O)c2ccccc2C)c2ccccc2)cc1	-8.0%	-3.0%	-1.1%	3.0%	-8.2%	-27.0%	1.0%	u
O=C(Nc1ccc2nn(-c3ccccc3)nc2c1)c1cccnc1	-5.2%	6.2%	-1.7%	u	-1.2%	-23.3%	3.3%	-21.2%[46.1 µM]
Cc1nc(SCC(N)=O)c([N+](=O)[O-])[nH]1	4.3%	-3.8%	4.8%	-36.8%	0.3%	-7.2%	1.0%	2.6%
